mcGAS MS inh – inhibitors of Mus musculus cyclic GMP-AMP synthase, initial high-throughput assay, cell-free, RapidFire MS | recombinant mouse cGAS, cGAMP by RapidFire MS | inhibition, % at 12.5 µM | hit rate 0.18% among 130,000 | AID 1259397, 2018;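 active means inhibition of cGAS enzyme activity at or above 60%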;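 further: enzyme stimulated by 45 bp dsDNA with ATP and GTP substrates; cGAMP share of summed cGAMP plus half ATP and half GTP signals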
Target sequence (Q8C6L5 whole entry, looked up): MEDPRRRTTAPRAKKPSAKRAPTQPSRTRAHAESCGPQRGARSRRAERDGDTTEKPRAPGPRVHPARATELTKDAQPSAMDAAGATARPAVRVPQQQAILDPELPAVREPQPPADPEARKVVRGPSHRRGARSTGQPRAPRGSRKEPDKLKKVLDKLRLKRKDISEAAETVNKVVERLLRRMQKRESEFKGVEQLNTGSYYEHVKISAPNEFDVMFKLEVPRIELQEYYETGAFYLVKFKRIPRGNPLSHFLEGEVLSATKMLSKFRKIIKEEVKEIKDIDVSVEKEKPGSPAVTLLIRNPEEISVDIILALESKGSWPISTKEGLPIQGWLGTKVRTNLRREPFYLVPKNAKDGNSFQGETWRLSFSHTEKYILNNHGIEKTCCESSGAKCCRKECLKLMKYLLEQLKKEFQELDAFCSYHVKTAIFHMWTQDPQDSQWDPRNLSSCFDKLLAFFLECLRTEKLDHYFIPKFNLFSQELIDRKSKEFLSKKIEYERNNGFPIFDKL
* hit, by the source's call; & = joins results of further samples.

mcGAS MS inh,SMILES
-5,CCOc1ccc(-n2c(C)c(C)n3c4c(=O)n(CCN5CCOCC5)c(=O)n(C)c4nc23)cc1
-5,O=C1NC(=O)C2(CCN(C(=O)C3CC3C3CCCCC3)C2)N1 (stereo unspecified)
17,COc1ccc(/C=C2N=C(/C=C/c3ccc(Cl)cc3Cl)OC\2=O)c(OC)c1
-8,O=C(OCc1cc(-c2ccc(Cl)cc2)on1)C1CC1
-9,COc1ccc(N2C(=O)CSC2c2ccccc2F)c(OC)c1 (stereo unspecified)
-8&-2,NCC[C@@H](O)C(=O)N[C@@H]1C[C@H](N)[C@@H](O[C@H]2O[C@H](CN)[C@@H](O)[C@H](O)[C@H]2O)[C@H](O)[C@H]1O[C@H]1O[C@H](CO)[C@@H](O)[C@H](N)C1O (stereo partly specified)
0,CCC(C)c1ccc(NC(=O)c2ccc(OC)nc2OC)cc1 (stereo unspecified)
-14,CC(C)=NN=C(NN=C(C)C)NC(=O)Nc1ccc(C)cc1
19,Cc1cc2oc(=O)cc(COC(=O)C3CSC4(C)CCC(=O)N34)c2cc1C(C)C (stereo unspecified)
14,CC(Oc1ccc(Cl)cc1)C(=O)OCc1cccs1 (stereo unspecified)
5,Nc1nc2[nH]cc(CCc3ccc(C(=O)N[C@H](CCC(=O)O)C(=O)O)cc3)c2c(=O)[nH]1
-6,COc1ccc(NC(=O)c2ccc3nc(C(F)F)[nH]c3c2)cc1OC
2,CN1N=C(C(N)=O)CCC1=O
-13,COc1cccc(CCC(=O)N2CCOC(CCc3ccccc3)C2)c1 (stereo unspecified)
4,COc1ccc(S(=O)(=O)NCC2CCN(Cc3cccs3)CC2)c(C)c1
-28,O=C(CN1C(=O)CNC1=O)N1CCC2(CC1)C(=O)Nc1ccccc12
-3,CCCCSc1nc2c(c(=O)n1-c1ccc(C)cc1)SCC2
-9,O=C(NCCc1ccccc1)C(C1CCCC1)N1CCN(C(=O)c2ccccc2F)CC1 (stereo unspecified)
-1,COc1ccc(C(=O)OCC(=O)NC(=O)NC2CCCC2)cc1
-15,CC(C)C[C@H](NC(=O)N1CCCCCC1)C(=O)N[C@H](Cc1cn(C)c2ccccc12)C(=O)N[C@H](Cc1ccccn1)C(=O)O
2,c1cncc(NCCNC2CSCCSC2)c1
-8,Cc1cc(NC(=O)c2csc(-c3ccc(Cl)cc3)n2)n[nH]1
-4,Cc1noc(C)c1S(=O)(=O)N1CCC(C(=O)N2CCCc3c(C(=O)O)cccc32)CC1
4,CCOC(=O)C1=C(CC)NC2=C(C(=O)CCC2)C1c1ccc(Cl)cc1Cl (stereo unspecified)
2,O=C(NCc1ccccc1)N1CCC(n2cc(-c3ccc(F)cc3)nn2)CC1
2,O=C(c1cn[nH]n1)N1CCN(C/C=C/c2ccccc2)CC1
-4,Cc1cc(C)n(C(C[N+](=O)[O-])c2cccc(Cl)c2)n1 (stereo unspecified)
-6,CC(C)c1nc(CNC(=O)c2ccc(-c3cccnc3)nc2)no1
-8,CCCNC(=O)C(C)NC(=O)Nc1ccc(C)cc1C (stereo unspecified)
-8,Cc1ncsc1CCCNS(=O)(=O)NCc1ccccc1
16,CC(C)N=C1NN=C(c2c(F)cccc2F)CS1
-9,CCOC(=O)c1nn(-c2ccccc2C)c(=O)cc1N1CCN(CCO)CC1
-1,CCOCCn1c(=O)c2c(nc3n2CCCN3c2ccc(OC)cc2)n(C)c1=O
-4,C=CCc1c(C)c(C#N)c2nc3ccccc3n2c1NCCN1CCOCC1
-18,Cc1cc(-n2cccn2)ccc1CN1CCOCC(CN(C)C)C1 (stereo unspecified)
-19,CC(O)(CNC(=O)C1=Cc2ccccc2OC1)c1cccs1 (stereo unspecified)
-9,CC(=O)c1c(C)[nH]c(C(=O)N2CCCC(O)C2)c1C (stereo unspecified)
-6,CCN(C(=O)CCN1CCSC1=O)C12CC3CC(CC(C3)C1)C2
-22,Cc1nc(CC(=O)NCC2(c3ccc(F)cc3)CCOC2)cs1 (stereo unspecified)
-6,Cc1nc2ccccn2c(=O)c1NC(=O)c1ccc(-c2ccccc2)cc1
-2,Cc1cccc(COCC2CN(C(=O)c3cccc(C#N)c3)CCO2)c1 (stereo unspecified)
-4,C=CCCC(C=C)S(C)(=O)=O (stereo unspecified)
0,O=S(=O)(c1ccc(S(=O)(=O)N(Cc2ccccc2F)C2CC2)cc1)N1CCCC1
6,CC(C)C(=O)Nc1ccc(SCC(=O)N(C(C)C)C(C)C)nn1
-14,CNC(=O)[C@@H]1C[C@H](N)CN1C(=O)c1cc(Cl)cc(OC)c1
-11,CCOC(=O)CC(NS(=O)(=O)c1cc(OC)c(C)cc1C)c1ccc(C)cc1 (stereo unspecified)
-15,C=CCNC(=S)Nc1ccc(Cl)cc1Cl
12,Nc1nccnc1C(=O)N1CCN(Cc2ccc(-c3ccccc3Cl)s2)CC1
-13,Cc1nonc1CN(C)C(=O)c1cn(CCN2CCCCC2)nn1
0,CCN(CC(=O)NC(C)C)C(=O)c1cccc(S(=O)(=O)N2CCc3ccccc3C2)c1
-16,CCN1C(=O)C(=Cc2cccs2)SC1=S
0,COc1ccc(C(=O)Nc2sc3c(c2C#N)CC(C)(C)NC3(C)C)cc1
-21,C=C(C)COc1ccccc1C(=O)N(C)Cc1nc2ccccc2[nH]1
-9,CN1C(=C2C=NN(c3ccccc3)P2(=Nc2ccccc2)N2CCOCC2)C(C)(C)c2ccccc21 (stereo unspecified)
-15,O=S(=O)(CCNCc1cccs1)N1CCc2ccccc21
5,COc1cccnc1C(=O)N1CCC(N2CCCC(C(=O)NC3CC3)C2)CC1 (stereo unspecified)
-7,CCOC(=O)c1sc(=NC(=O)c2ccc(S(=O)(=O)N(C)C3CCCCC3)cc2)n(C)c1C
-9,O=C(c1ccc2c3c(cccc13)CC2)C1CCCN(C(=O)CCN2CCCO2)C1 (stereo unspecified)
-16,Cc1nn(C)c(C)c1C(C)NC(=O)N(Cc1ccccc1)C(C)C (stereo unspecified)
-8,CCCOc1ccc(C2=CSC3=NCCN23)cc1

The listing continues.
mcGAS MS inh,SMILES
-7,Cc1ccnc(Nc2ccc(NCCNC(=O)Nc3cccc(C(F)(F)F)c3)nn2)c1
-1,Cc1ccc(CN(CC(=O)Nc2sc(C)c(C)c2C)C(C)C)s1
-12,CN1CCC1(C)C(=O)Nc1cccc(Oc2ccccc2)c1 (stereo unspecified)
-7,O=C(Nc1ccc(F)c(N2CCS(=O)(=O)CC2)c1)c1cc2ccccc2s1
-6,Cc1cc(=O)oc2c(-c3cc(-c4cccs4)nc(N)n3)c(O)ccc12
-1,Cc1cc(C(=O)N(C)Cc2cccc(O)c2)c2ccc(F)cc2n1
-22,CCCS(=O)(=O)N1CCN(Cc2ccsc2)CC1
-6,Cc1cn2c(CN(C)S(=O)(=O)N(C)C3CCCCC3)c(C)nc2s1
-3,CCCCc1nc(-c2ccc(OCC(=O)NC(=O)NCC)cc2)no1
-4,Cc1c(C(=O)NCc2cccs2)sc(=O)n1Cc1ccc(S(C)(=O)=O)cc1
-20,CC(C(=O)NCc1ccoc1)N(c1ccccc1)S(C)(=O)=O (stereo unspecified)
-21,Cc1cccc(CN2CCN(C(=O)c3cn(CCN)nn3)C(C)C2=O)c1 (stereo unspecified)
1,O=C1NC(=O)C(=Cc2cc(Br)c(Sc3ccc(Cl)cc3)o2)S1
-5,O=c1c(Cl)cc(C(F)(F)F)cn1Cc1nnc2n1CCCCC2
-4,CC(C)=CCN1C[C@@H](C(=O)O)C[C@H](C(=O)NCc2cccnc2)C1
-6,CCOC(=O)C1=C(COC(=O)c2ccc([N+](=O)[O-])s2)NC(=O)NC1C (stereo unspecified)
-6,COC(=O)COC(=O)c1ccc(Oc2nc(N(C)C)nc(N(C)C)n2)cc1
5,CCc1c(C)nc2c(-c3ccc(OC)cc3)c(COC)[nH]n2c1=O
-5,NC(=O)c1c(NC(=O)CCNC(=O)c2ccco2)sc2c1CCC2
-2,O=C1CCCN1C(=O)CSc1nnc(-c2cccc(Br)c2)o1
-3,O=C(CSC(F)(F)F)N1CCCCC1c1ncc[nH]1 (stereo unspecified)
-5,CC(NC(=O)CNC(=O)CC1CCCCC1)c1ccncc1 (stereo unspecified)
7,CC(=O)N1CCN(Cc2nc(-c3ccc(C(F)(F)F)cc3)no2)CC1
-5,COc1nc(-c2ccncc2)nc2ccccc12
-3,Cc1nc(C(C)C)sc1C(=O)N1CCCCC1C(=O)O (stereo unspecified)
9,NCc1ccccc1CC(=O)N[C@@H]1C(=O)N2C(C(=O)O)=C(CSc3nnnn3CC(=O)O)CS[C@H]12
-15,CCOC(=O)Nc1cccc(-n2cnnc2)c1
-6,CC(C)c1ocnc1C(=O)Nc1cccc(Cl)c1F
-10,O=C(Nc1cccc(F)c1)C(=O)N1CCO[C@@H]2CCCC[C@H]21
-23,Cc1ncnc(NCc2cccnc2Oc2cccc(C(F)(F)F)c2)c1C
0,Cc1ccc(C(=O)N2CCN(c3ccc([N+](=O)[O-])cc3)CC2)o1
-6,O=C(c1ccc2c(c1)OCO2)N1CCCC(OCc2cccc(OC(F)(F)F)c2)C1 (stereo unspecified)
-4,Cc1ccccc1OCCCN1CCC(NC(=O)C2CC2)CC1
-15,CSc1nc2ccc(NC(=O)c3ccncc3)cc2s1
-4,O=C(Nc1nc2c(s1)CCN(Cc1ccccc1)C2)c1cccc(F)c1
8,CC(C#N)Oc1ccc(CNCCn2cccn2)cc1 (stereo unspecified)
-29,CC1CN(C(=S)NC(=O)C2CCCC2)CCN1C(=S)NC(=O)C1CCCC1 (stereo unspecified)
2,NC(=O)CCCCC(=O)OCCCc1cccs1
-7,CC12CCCCC1c1ccccc1C(=NCC(=O)O)N2 (stereo unspecified)
-10,Cc1csc(SCC(=O)N(C2CCCC2)C2CCS(=O)(=O)C2)n1 (stereo unspecified)
-5,COC(=O)CN(CC(=O)NC(C)C)Cc1cc(Cl)ccc1O
11,CCONC(=O)C1CC(=O)N(c2cc(F)cc(F)c2)C1 (stereo unspecified)
2,Cc1nnc(SCC(=O)Nc2ccc(Cl)cc2F)n1C
-20,CCOC(=O)NC1CCCN(C(=O)Cc2ccc(OC)c(OC)c2)C1 (stereo unspecified)
-17,COc1ccccc1CCN(C)S(=O)(=O)c1ccc(F)c(C#N)c1
-10,Cc1nc(NCC(O)COc2ccc(Cl)c(C)c2)c2cnn(C)c2n1 (stereo unspecified)
-2,CC1(Cc2ccccc2C#N)C(=O)Nc2ccc(-c3cccc(C(F)(F)F)c3)cc21 (stereo unspecified)
10,CC(C)c1ccc(C=NNC(=O)c2cccc(I)c2)cc1[N+](=O)[O-]
-5,Cc1ccc(OC(=S)Nc2ccc(O)cc2)cc1
-5,COc1ccc(Br)cc1/C=C1N=C(/C=C/c2ccccc2)OC/1=O
-16,O=C(CCc1nnc(Cc2c[nH]c3ccccc23)o1)N1CC2C[C@@H]3CC1C[C@H](C2)C3
-9&-3,COc1cc(CN2CCN(Cc3ccc(NC(C)=O)cc3)CC2CCO)cc(OC)c1 (stereo unspecified)
-55,C=CCn1c(SCC(=O)N2CCCCCC2)nc2scc(C3CC3)c2c1=O
-6,O=C(Cn1c(=O)oc2ccccc21)N1CCSc2ccccc21
-17,CC(c1cccc(-c2ccc[nH]c2=O)c1)N1CCCC1 (stereo unspecified)
-3,Cc1nnc(Sc2nc3c(c(=O)[nH]c(=O)n3C)n2CCc2ccccc2)s1
-13,CCN(CC)S(=O)(=O)c1c(C)nn(CC(=O)Nc2ccc(I)cc2)c1C
-4,BrCC1CN=C(c2cccs2)O1 (stereo unspecified)
-24,COCc1cnc(C)nc1N
-9,COc1cc(C(=O)NCCC2CCCN2C)ccc1OC1CCN(C2CCCC2)CC1 (stereo unspecified)

2 entries drawn at random from those above, as already listed:
mcGAS MS inh,SMILES
-15,CCOC(=O)Nc1cccc(-n2cnnc2)c1
-6,Cc1cn2c(CN(C)S(=O)(=O)N(C)C3CCCCC3)c(C)nc2s1

Next part
mcGAS MS inh,SMILES
-2,O=C(NCc1cccc(F)c1)C1C2CC1CN(Cc1ccccc1)C2 (stereo unspecified)
-10,Cc1ccc(C)c(Cn2c(CCNC(=O)CCCO)nc3ccccc32)c1
-4,O=C(c1cccc2c1OCC2)N1CCc2c(nc[nH]c2=O)C1
-12,COC(=O)C1=C(C)NC2=C(C(=O)CC(c3ccc(OC)cc3)C2)C1c1ccccc1OC (stereo unspecified)
-3,O=C(Cn1c2ccccc2c(=O)c2ccccc21)Nc1ccc(OC(F)(F)F)cc1
-13,Cc1ncsc1CCC(=O)NCc1nc(-c2ccccc2)n[nH]1
46,Cc1c2c(c(C)n1-c1ccccc1)P(=O)(Nc1ccc([N+](=O)[O-])cc1)N(CCC#N)N=C2 (stereo unspecified)
-5,Cc1ccc(-c2nc(CS(=O)C(C)C(=O)NC(C)(C)C)cs2)cc1 (stereo unspecified)

15 structures already listed, ordered by length of the SMILES, lowest first.
mcGAS MS inh,SMILES
14,CC(Oc1ccc(Cl)cc1)C(=O)OCc1cccs1 (stereo unspecified)
-7,CC12CCCCC1c1ccccc1C(=NCC(=O)O)N2 (stereo unspecified)
-4,Cc1ccccc1OCCCN1CCC(NC(=O)C2CC2)CC1
-22,Cc1nc(CC(=O)NCC2(c3ccc(F)cc3)CCOC2)cs1 (stereo unspecified)
-20,CC(C(=O)NCc1ccoc1)N(c1ccccc1)S(C)(=O)=O (stereo unspecified)
-1,Cc1cc(C(=O)N(C)Cc2cccc(O)c2)c2ccc(F)cc2n1
-10,Cc1ccc(C)c(Cn2c(CCNC(=O)CCCO)nc3ccccc32)c1
5,CCc1c(C)nc2c(-c3ccc(OC)cc3)c(COC)[nH]n2c1=O
12,Nc1nccnc1C(=O)N1CCN(Cc2ccc(-c3ccccc3Cl)s2)CC1
0,Cc1ccc(C(=O)N2CCN(c3ccc([N+](=O)[O-])cc3)CC2)o1
-9,O=C(NCCc1ccccc1)C(C1CCCC1)N1CCN(C(=O)c2ccccc2F)CC1 (stereo unspecified)
0,CCN(CC(=O)NC(C)C)C(=O)c1cccc(S(=O)(=O)N2CCc3ccccc3C2)c1
-12,COC(=O)C1=C(C)NC2=C(C(=O)CC(c3ccc(OC)cc3)C2)C1c1ccccc1OC (stereo unspecified)
-9,CN1C(=C2C=NN(c3ccccc3)P2(=Nc2ccccc2)N2CCOCC2)C(C)(C)c2ccccc21 (stereo unspecified)
9,NCc1ccccc1CC(=O)N[C@@H]1C(=O)N2C(C(=O)O)=C(CSc3nnnn3CC(=O)O)CS[C@H]12

These rows are one share of the data (hit frequency here may not be typical).
